High-throughput results (PubChem)
BRCT inh green – blocks human BRCA1 BRCT binding to phosphopeptide, green readout | Potency, µM (series often up to 76.9 µM), for inactives: at the highest dose activity change, negative = inhibition, hits mostly inhibitors | BRCA1 BRCT-phosphopeptide binding, green fluorescence polarization | hit rate 0.05% among 75,000;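 also: potency is read from the fitted curve at half-maximal effect; plate controls were peptide without protein for full effect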
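Fluorescence polarization: His-tagged BRCT (~35 kDa BRCA1 C-terminus, 250 nM) bound to 100 nM fluorescein-labeled phosphorylated 10-aa BACH1 peptide, pH 7.3 phosphate buffer with DTT and Tween 20. Compounds incubated 12 min at room temperature; inhibition read as lowered polarization.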
BRCT inh red – disrupts BRCA1 BRCT binding to phosphoprotein, red fluorophore readout | P38398 | AID 892 | BRCT-phosphopeptide binding, red fluorescence polarization | hit rate 0.03% among 75,000 | Potency, µM (doses to about 76.9 µM), inactives show at the top dose activity change, negative = inhibition, most hits filed as inhibitors; also: % is scaled to controls: 0 for no effect and ±100 for the full control effect
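Fluorescence polarization: 100 nM His-tagged BRCA1 BRCT with 100 nM TAMRA-labelled phospho-BACH1 decapeptide, phosphate buffer pH 7.3 with 150 mM NaCl, DTT, 0.01% Tween 20; 12 min RT. Binding inhibition seen as FP decrease.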
USP2a inh – blocks human ubiquitin-specific protease USP2a; USP2a enzymatic assay, qHTS inhibition; Potency, µM (top dose mostly 38.3 µM), for inactives: top-dose activity change, negative = inhibition, usual class: inhibitors; hit rate 0.1% among 60,000; AID 927;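 also: potency is read from the fitted curve at half-maximal effect; nearly all actives have a fitted effect of over 60% in size; plate controls were DMSO for no effect and NEM full inhibition control for full effect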
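USP2 core (20nM final) preincubated 30 min RT with compound, then Ub-PLA2 20nM and NBD C6-HPC 20uM final added; buffer 20mM Tris-HCl pH 8.0, 2mM CaCl2. Fluorescence Ex 460/Em 535 read at 0 and 2.5 h; normalized to NEM.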
15-hLO inh – blocks human 15-lipoxygenase activity | P16050 | purified 15hLO-1, xylenol orange hydroperoxide absorbance | Potency, µM (doses to about 57.1 µM), for the others: at the top dose activity change, negative = inhibition, usual class: inhibitors | hit rate 1.4% among 74,000; also: potency is read from the fitted curve at half-maximal effect; % is scaled to controls: 0 for no effect and ±100 for the full control effect; nearly all actives have a fitted effect of over 55% in size
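Readout: Fe(III)-xylenol orange absorbance, 573-to-405 nm ratio as reaction progress. Enzyme 40 nM purified human 15hLO-1, substrate 50 uM arachidonic acid, 6 min RT after 15 min compound preincubation; Hepes pH 7.5 buffer with Triton X-100.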
Epigenetic mod – epigenetic GFP locus derepression in mouse cells. mouse C127i GFP locus derepression, cytometry, 30 h. Potency, µM (series often up to 46.1 µM), for inactives: top-dose GFP derepression (activation). hit rate 0.09% among 68,000. AID 597; also: % of control where 0% means no effect
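Derepression screen: silenced CMV-GFP reporter in murine C127i cells, 30 h compound incubation at 37 C, washed cells imaged by laser-scanning cytometer to enumerate GFP-expressing objects of 20 to 120 um.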
Numbers without * were called inactive; . = not tested or not shown; [ ] = dose if it differs, or a comment. Calls follow the shape of the dose curve; as a rule, active = well fitted curve in the direction sought with a large enough effect; inconclusive = small, poorly fitted or top-dose-only effect, or another doubt; inactive = no such curve, though single readings can be large; an effect the other way counts as inactive or inconclusive. The list is partial. The share of hits here may be higher or lower than overall.

[1] CCCC(=O)O[C@]1(C(=O)CCl)[C@@H](C)C[C@H]2[C@@H]3CCC4=CC(=O)C=C[C@]4(C)[C@@]3(F)C(=O)C[C@@]21C
[2] CC(C)(C)NCC(O)COc1cccc2c1C[C@H](O)[C@H](O)C2 (some centres not stated)
[3] CC1(C)O[C@@H]2C[C@H]3[C@@H]4C[C@H](F)C5=CC(=O)C=C[C@]5(C)[C@@]4(F)[C@@H](O)C[C@]3(C)[C@]2(C(=O)CO)O1
[4] CCCCCCCCCCCCCCCC(O)C(N)CO (configuration not stated)
[5] CCCC(=O)O[C@]1(C(=O)COC(C)=O)CC[C@H]2[C@@H]3C[C@H](F)C4=CC(=O)C=C[C@]4(C)[C@@]3(F)[C@@H](O)C[C@@]21C
[6] CN[C@@H]1[C@H](O)[C@H](NC)[C@H]2O[C@@]3(O)C(=O)C[C@@H](C)O[C@H]3O[C@@H]2[C@H]1O
[7] CC1CCC2(C(=O)O)CCC3(C)C(=CCC4C3(C)CCC3[C@@]4(C)CC(O)C(O)[C@@]3(C)CO)C2C1C (some centres not stated)
[8] O=C(O)c1cc(=O)c2ccccc2o1
compound no.	1	2	3	4	5	6	7	8
BRCT inh green	.	.	.	.	.	-0.8%	-0.3%	-1.1%[3.08 µM]
BRCT inh red	.	.	.	.	.	0.3%	-0.6%	-0.4%
USP2a inh	.	.	.	.	.	.	17%	47%[activator]
15-hLO inh	.	.	.	.	.	7%[25.6 µM]	-6%	-24%
Epigenetic mod	-6%[20.6 µM]	-2%[20.6 µM]	4%[20.6 µM]	0%[20.6 µM]	2%[20.6 µM]	.	.	.

[9] CC(Cc1cccc(C(F)(F)F)c1)NCCOC(=O)c1ccccc1 (configuration not stated)
[10] Cc1ccccc1OCC(O)CO (configuration not stated)
[11] CCC1OC(=O)C[C@H](O)C(C)[C@@H](O[C@@H]2OC(C)C(O)C(N(C)C)C2O)C(CCN2CC(C)CC(C)C2)CC(C)C(=O)/C=C/C(C)=C\[C@@H]1COC1OC(C)C(O)C(OC)C1OC (some centres not stated)
[12] COc1ccc(-c2cc(C(F)F)nn2-c2ccc(S(N)(=O)=O)cc2)cc1F
[13] CCn1cc(C(=O)O)c(=O)c2cc(F)c(N3CCNC(C)C3)c(F)c21 (configuration not stated)
[14] CC(C)(C)NCC(O)COc1cccc2c1CC(O)C(O)C2 (configuration not stated)
compound no.	9	10	11	12	13	14
BRCT inh green	0.7%[3.08 µM]	-0.7%[3.08 µM]	-0.2%[3.08 µM]	-1.2%[3.08 µM]	-1.7%[3.08 µM]	-2.4%[3.08 µM]
BRCT inh red	1.1%	-0.7%	0.8%	-1.2%	0.8%	0.2%
USP2a inh	30%[activator]	1%	16%	-10%	-6%	-1%
15-hLO inh	-25%	-1%	0%	-5%	2%	-1%
Epigenetic mod	.	.	.	.	.	.

From no. 1 up to 8, as listed above:
[1] CCCC(=O)O[C@]1(C(=O)CCl)[C@@H](C)C[C@H]2[C@@H]3CCC4=CC(=O)C=C[C@]4(C)[C@@]3(F)C(=O)C[C@@]21C
[2] CC(C)(C)NCC(O)COc1cccc2c1C[C@H](O)[C@H](O)C2 (some centres not stated)
[3] CC1(C)O[C@@H]2C[C@H]3[C@@H]4C[C@H](F)C5=CC(=O)C=C[C@]5(C)[C@@]4(F)[C@@H](O)C[C@]3(C)[C@]2(C(=O)CO)O1
[4] CCCCCCCCCCCCCCCC(O)C(N)CO (configuration not stated)
[5] CCCC(=O)O[C@]1(C(=O)COC(C)=O)CC[C@H]2[C@@H]3C[C@H](F)C4=CC(=O)C=C[C@]4(C)[C@@]3(F)[C@@H](O)C[C@@]21C
[6] CN[C@@H]1[C@H](O)[C@H](NC)[C@H]2O[C@@]3(O)C(=O)C[C@@H](C)O[C@H]3O[C@@H]2[C@H]1O
[7] CC1CCC2(C(=O)O)CCC3(C)C(=CCC4C3(C)CCC3[C@@]4(C)CC(O)C(O)[C@@]3(C)CO)C2C1C (some centres not stated)
[8] O=C(O)c1cc(=O)c2ccccc2o1
compound no.	1	2	3	4	5	6	7	8
BRCT inh green	.	.	.	.	.	-0.8%	-0.3%	-1.1%[3.08 µM]
BRCT inh red	.	.	.	.	.	0.3%	-0.6%	-0.4%
USP2a inh	.	.	.	.	.	.	17%	47%[activator]
15-hLO inh	.	.	.	.	.	7%[25.6 µM]	-6%	-24%
Epigenetic mod	-6%[20.6 µM]	-2%[20.6 µM]	4%[20.6 µM]	0%[20.6 µM]	2%[20.6 µM]	.	.	.
